# Screening results: PubChem BioAssay, National Center for Advancing Translational Sciences (NCATS)
# JMJD2A Tudor = inhibitors of human JMJD2A Tudor domain. Potency, µM (highest dose often 114 µM), without a hit: at the highest dose activity change, negative = inhibition, hits mostly inhibitors. AID 504339. hit rate 4.4% among 390,000. AlphaScreen JMJD2A-Tudor / H3K4me3 peptide binding; further: on the % scale 0 is the no-effect control and ±100 the full control effect; nearly all actives have a fitted effect of over 50% in size
# BLM helicase inh = blocks DNA unwinding by human BLM helicase. P54132. hit rate 0.2% among 350,000. recombinant BLM DNA unwinding, fluorescence dequenching. AID 2528. Potency, µM (series often up to 56.1 µM), without a hit: at the top dose activity change, negative = inhibition, actives largely listed as inhibitors;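 further: plate controls were vehicle for no effect and no enzyme for full effect; nearly all actives have a fitted effect of over 35% in size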
# POLI inh = DNA polymerase iota (human) inhibition; AID 588590; Q9UNA4; Potency, µM (doses to about 115 µM), without a hit: top-dose activity, negative = inhibition, most hits filed as inhibitors; hit rate 1% among 390,000; Pol iota fluorescent replication assay, 10 min
#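 Fluorescent replication assay read twice, at 0 min and 10 min after adding 50 nM (final) substrate. Enzyme (10 nM) and compounds were first incubated 15 min at room temperature; enzyme-free buffer wells were negative controls.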
# BAZ2B block = blocks human BAZ2B. Q9UIF8. AID 504333. AlphaScreen BAZ2B-H3K14Ac peptide displacement. Potency, µM (titrated, usually from 114 µM), for the others: at the highest dose activity change, negative = inhibition, hits mostly inhibitors. hit rate 4.4% among 360,000; further: on the % scale 0 is the no-effect control and ±100 the full control effect; nearly all actives have a fitted effect of over 60% in size
#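 Protein-peptide AlphaScreen: BAZ2B 50 nM, b-H3K14Ac 50 nM, 1x PBS pH 7.4 + 0.01% Tween-20. Preincubation 30 min RT; cpd 30 min RT (top 110 uM); beads 20 min RT, light-protected.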
# Pol eta inh = blocks human DNA polymerase eta activity | Potency, µM (titrated, usually from 114 µM), for the others: top-dose activity change, negative = inhibition, usual class: inhibitors | hit rate 1.2% among 390,000 | recombinant Pol eta, fluorescent DNA replication assay | AID 588591 | Q9Y253; further: on the % scale 0 is the no-effect control and ±100 the full control effect
#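 Fluorescent replication assay: 50 nM final substrate added after a 15 min room-temperature compound preincubation with 10 nM enzyme. Signal taken at 0 min and again at 10 min.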
# POLB inh = blocks human DNA polymerase beta activity; P06746; Potency, µM (top dose mostly 114 µM), for inactives: at the top dose activity change, negative = inhibition, most hits filed as inhibitors; AID 485314; Pol beta primer extension/strand displacement, fluorescence kinetic; hit rate 1.3% among 340,000; further: on the % scale 0 is the no-effect control and ±100 the full control effect
#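 Values derive from four-parameter Hill fits of normalized kinetic data: reads at 0 and 10 min following addition of 50 nM substrate to 10 nM Pol beta preincubated 15 min with compound.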
# POLK inh = blocks human DNA polymerase kappa activity | Q9UBT6 | purified Pol kappa, fluorescent DNA synthesis assay, 10 min | Potency, µM (titrated, usually from 107 µM), for the others: top-dose activity, negative = inhibition, usual class: inhibitors | hit rate 0.53% among 400,000 | AID 588579; further: on the % scale 0 is the no-effect control and ±100 the full control effect
# Target sequence (Q9UBT6 whole entry, looked up): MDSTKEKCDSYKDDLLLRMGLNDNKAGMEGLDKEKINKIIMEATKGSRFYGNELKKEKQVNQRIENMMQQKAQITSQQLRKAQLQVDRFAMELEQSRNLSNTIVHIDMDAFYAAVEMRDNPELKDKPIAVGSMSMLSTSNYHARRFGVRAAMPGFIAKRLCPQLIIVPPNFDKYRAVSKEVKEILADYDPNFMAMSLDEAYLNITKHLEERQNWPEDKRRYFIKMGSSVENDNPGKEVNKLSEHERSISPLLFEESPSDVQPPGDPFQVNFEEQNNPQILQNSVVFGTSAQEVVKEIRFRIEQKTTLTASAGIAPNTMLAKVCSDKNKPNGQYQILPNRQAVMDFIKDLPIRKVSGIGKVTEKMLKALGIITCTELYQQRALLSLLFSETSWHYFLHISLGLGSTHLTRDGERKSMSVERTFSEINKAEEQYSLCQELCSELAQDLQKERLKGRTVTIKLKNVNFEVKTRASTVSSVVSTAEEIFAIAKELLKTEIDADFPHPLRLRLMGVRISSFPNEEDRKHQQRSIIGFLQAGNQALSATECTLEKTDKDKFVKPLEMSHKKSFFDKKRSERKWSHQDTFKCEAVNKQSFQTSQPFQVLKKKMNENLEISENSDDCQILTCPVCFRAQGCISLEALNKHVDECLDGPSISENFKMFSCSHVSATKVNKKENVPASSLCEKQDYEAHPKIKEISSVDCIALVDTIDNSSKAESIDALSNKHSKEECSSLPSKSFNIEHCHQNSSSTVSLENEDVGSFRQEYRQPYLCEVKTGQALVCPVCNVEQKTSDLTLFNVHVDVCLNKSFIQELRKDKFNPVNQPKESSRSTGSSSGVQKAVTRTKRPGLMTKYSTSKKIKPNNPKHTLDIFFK
#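 Here, compound and 10 nM enzyme are combined for 15 min at room temperature; adding 50 nM substrate (final) starts DNA synthesis, tracked by fluorescence at 0 and 10 min against buffer-only wells.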
# G9a block = G9a (human) methyltransferase inhibition | Q96KQ7 | AID 504332 | Potency, µM (top dose mostly 102 µM), without a hit: at the top dose activity, negative = inhibition, most hits filed as inhibitors | hit rate 8.8% among 350,000 | G9a H3K9 monomethylation, AlphaScreen, 2 h; further: on the % scale 0 is the no-effect control and ±100 the full control effect; nearly all actives have a fitted effect of over 75% in size
#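 G9a (20 nM) was preincubated 15 min with compound, then reacted 2 h at room temperature with 500 nM biotin-H3K9 peptide and 20 µM SAM. Monomethyl-H3K9 detected by AlphaScreen using anti-H3K9me1 antibody.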
# APEX1 inh = APE1 (human) endonuclease inhibition; AID 2517; Potency, µM (titrated, usually from 65.8 µM), for the others: at the top dose activity change, negative = inhibition, actives largely listed as inhibitors; hit rate 0.35% among 350,000; recombinant APE1, TAMRA/BHQ-2 abasic DNA cleavage fluorescence;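 further: plate controls were vehicle for no effect and reference inhibitor for full effect; nearly all actives have a fitted effect of over 55% in size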
#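 Substrate: short duplex with […] THF abasic site, 5'-TAMRA and 3'-BHQ-2, 50 nM final. APE1 at 0.75 nM, preincubated 15 min RT with compound. Fluorescence increase from first to third read measured activity.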
# * hit, by the source's call; ? = inconclusive; / = no result given; [ ] = another dose, or the depositor's remark. The call rests on the fitted dose curve; in most records, active means well fitted curve in the direction sought with a large enough effect; inconclusive means small, poorly fitted or top-dose-only effect, or another doubt; inactive means no such curve, though single readings can be large; an effect the other way counts as inactive or inconclusive. Potency means the concentration at half of the fitted maximal effect. Not all compounds are listed (hit frequency here may not be typical).
no. | SMILES | JMJD2A Tudor | BLM helicase inh | POLI inh | BAZ2B block | Pol eta inh | POLB inh | POLK inh | G9a block | APEX1 inh
1 | COc1cc(C(=O)NCc2nc3cccnc3n2Cc2ccc(C)cc2)cc(OC)c1OC | -3% | 0% | 20% | -1% | -23% | -1% | -6%[60.1 µM] | 25%[59 µM] | /
2 | O=C(CN1C(=O)NC2(CCc3ccccc32)C1=O)c1ccc(Cl)cc1 (stereo not given) | -10% | / | 65%[activator] | 1% | -27% | / | -5% | ? | 7%
3 | Cc1cnc(CNc2ccnc(-c3ccccc3CN(C)C)n2)cn1 | / | -9% | / | / | / | / | -4%[60.1 µM] | 34%[0.501 µM] | -2%
4 | CC1=CC(=O)C(C(C)C)=CC1=NC(=O)c1ccc(C)cc1 | 50µM* | -2% | 19% | 40µM* | -19% | 3% | 1% | 8.9µM* | -5%
5 | Clc1ncccc1-c1nnn(-c2ccccc2Br)n1 | 15% | -1% | -14% | 15% | -14% | -2% | -9% | 16%[12.7 µM] | -1%
6 | CCOC(=O)c1nn(-c2ccccc2F)c2nc(-c3ccco3)c(C#N)c(=O)n12 | -4% | 2% | 14% | -2% | -22% | 1% | -5% | 7% | 4%
7 | CCOC(=O)c1ccc(NC(=O)C2(c3ccccc3)CCOCC2)cc1 | 0% | -3% | 6% | 0% | -7% | 6% | -17% | -3%[59 µM] | -1%
8 | Nc1c2c(nc3cccc(Cl)c13)N(c1ccccc1)CC2 | -14% | -2% | 16% | 6% | -12% | 36% | 8% | 18% | -8%
9 | O=C(c1cccs1)N1CCCc2cc(NS(=O)(=O)c3ccc(Br)cc3)ccc21 | -33% | -5% | 23% | -25% | -22% | 0% | -12%[60.1 µM] | -27%[59 µM] | /
10 | O=C(NCCc1ccccc1)c1ccc2c(c1)N(Cc1ccc(F)cc1)C(=O)c1ccccc1S2(=O)=O | -2% | -8% | -7% | ? | / | 9% | -1% | 0%[59 µM] | /
11 | CCCCCCN=C(C)c1ccccc1O | 6% | 2% | 60%[activator] | -37% | -12% | 6% | -3% | 10% | 5%
12 | O=C(CCC1CCCN(C(=O)c2cncs2)C1)NCc1ccc(F)c(F)c1 (stereo not given) | 25µM* | -3% | 97%[activator] | -12% | -7% | 22% | -5% | -29%[12.7 µM] | 2%
13 | COc1ccc(Oc2ncc3nc(CCc4ccccc4)c(=O)n(C)c3n2)cc1 | / | -5% | / | / | / | / | -4%[60.1 µM] | 8%[12.7 µM] | 5%
14 | CCC(CC)NC(=O)Cc1ccccc1[N+](=O)[O-] | 8% | -1% | 10% | 11% | -3% | 2% | -1% | 8%[12.7 µM] | -2%
15 | CCN1C(=O)[C@H]2[C@@H](c3ccc(C)cc3)N3C(=O)N(c4ccc(C)cc4)C(=O)[C@@]3(Cc3ccc(Cl)cc3)[C@H]2C1=O | -24% | -10% | 5% | -20% | -14% | 17% | 5% | 0% | 4%
16 | CCOc1ccccc1N(CC(=O)Nc1ccc(S(=O)(=O)N2CCOCC2)cc1)S(C)(=O)=O | -4% | 0% | 95%[activator] | -20% | -7% | 12% | 1% | 3% | 30%
17 | CCSc1nc2sc3c(c2c(=O)n1C1CCCCC1)CCN(C)C3 | -27% | 1% | 20% | -3% | 1% | 23% | -12% | ? | 9%
18 | CCOC(=O)c1sc2cc([N+](=O)[O-])cc(SCCO)c2c1N | -6% | -3% | 6% | -10% | ? | 32% | -6% | 7%[59 µM] | ?
19 | COc1ccc(C(C)C)cc1S(=O)(=O)NC1CCCC1 | -18% | -6% | -1% | -11% | 0% | -1% | 2% | 8%[12.7 µM] | -11%
20 | CC(C)N1CCN(Cc2cccs2)CC1CCO (stereo not given) | -8% | 1% | 23% | 29% | -23% | 18% | -4% | 27% | 25%

# Some of these compounds in order of their number in G9a block, low to high.
entry | structure | G9a block
15 | CCN1C(=O)[C@H]2[C@@H](c3ccc(C)cc3)N3C(=O)N(c4ccc(C)cc4)C(=O)[C@@]3(Cc3ccc(Cl)cc3)[C@H]2C1=O | 0%
16 | CCOc1ccccc1N(CC(=O)Nc1ccc(S(=O)(=O)N2CCOCC2)cc1)S(C)(=O)=O | 3%
6 | CCOC(=O)c1nn(-c2ccccc2F)c2nc(-c3ccco3)c(C#N)c(=O)n12 | 7%
11 | CCCCCCN=C(C)c1ccccc1O | 10%

# Returning to the listing with the two entries that preceded the break.
no. | SMILES | JMJD2A Tudor | BLM helicase inh | POLI inh | BAZ2B block | Pol eta inh | POLB inh | POLK inh | G9a block | APEX1 inh
19 | COc1ccc(C(C)C)cc1S(=O)(=O)NC1CCCC1 | -18% | -6% | -1% | -11% | 0% | -1% | 2% | 8%[12.7 µM] | -11%
20 | CC(C)N1CCN(Cc2cccs2)CC1CCO (stereo not given) | -8% | 1% | 23% | 29% | -23% | 18% | -4% | 27% | 25%
21 | Cc1ccc(NC(=O)c2ccccc2)cc1OC(=O)c1ccccc1 | 1% | -13% | -2% | -7% | -5% | 2% | -7% | 13%[0.501 µM] | -5%
22 | Oc1[nH]c(=S)sc1/C=C1\C(c2ccccc2)=Nc2ccccc21 | 16µM* | -10% | -9% | ? | ? | -1% | -33% | 2.5µM* | 0%
23 | COc1ccc(-n2c(Cc3cccn3C)nnc2SCC(=O)NCc2ccc(F)cc2)cc1 | -32% | 0% | 52%[activator] | ? | -23% | -26% | 12% | 45µM* | -1%
24 | COc1ccc(/C=C/C(=O)NC(=S)NNC(=O)c2cc(OC)c(OC)c(OC)c2)cc1OC | ? | -5% | 22% | ? | -2% | 0% | -4% | / | 25%
25 | Cc1ccc2nc3c(c(N)c2c1)CCN3c1ccccc1 | 0.79µM* | 20% | ? | 56µM* | -3% | -7% | -6% | 18µM* | -6%
26 | CCN(CC)c1ccc(N2C(=O)/C(=C/c3cccnc3)SC2=S)cc1 | -16% | -3% | -15% | ? | -10% | 32% | 3% | ? | -8%
27 | CC1CC(=O)Nc2ccccc2N1 (stereo not given) | 1% | / | -23% | / | 0% | / | -15% | / | /
28 | COc1ccc(-c2cc(-c3ccc(F)cc3)nc3c2COc2ccc(F)cc2-3)cc1 | 0% | -9% | -18% | -14% | -3% | 0% | 0% | -4%[59 µM] | /
29 | Cc1ccc(S(=O)(=O)N/N=C/c2ccc(OCC(=O)NC(C)C)cc2)cc1 | -4% | / | -7% | / | 1% | / | -5% | / | /
30 | CCCCc1cc(=O)oc2c(C)c(OCC(=O)NCCN3CCOCC3)ccc12 | -15% | 3% | -5% | -15% | 8% | -14% | -9% | 12% | -11%
31 | O=C(CSc1nnnn1-c1ccc(Cl)cc1)NC1CCS(=O)(=O)C1 (stereo not given) | -9% | / | 21% | / | 3% | / | 12% | / | 9%
32 | COc1ccccc1C(=O)N1CCC(c2noc(-c3ccc(S(=O)(=O)N4CCCC4)cc3)n2)CC1 | -23% | -2% | 2% | -10% | -5% | 2% | -7% | 0%[59 µM] | /
33 | O=C(Cc1ccc(F)cc1)Oc1ccc(C(=S)N2CCCC2)cc1 | -21% | -1% | 30% | 0% | -6% | 1% | -2% | -19%[59 µM] | 0%
34 | Cc1cc(Br)c(Oc2cc(NN3CCCCC3)c([N+](=O)[O-])cc2[N+](=O)[O-])c(Br)c1 | ? | / | -5% | / | -19% | / | -10% | / | /
35 | O=C(COC(=O)c1cc(Cl)nc2ccccc12)c1ccc(Cl)cc1 | 11% | -6% | 62%[activator] | -2% | -12% | 17% | -3% | -24%[59 µM] | 6%
36 | O=C(OCc1nc2ccccc2s1)C1CCN(S(=O)(=O)c2cccs2)CC1 | 9% | -8% | 10% | -24% | -14% | ? | 0% | -9%[12.7 µM] | -7%
37 | COc1ccc(C(CNC(=O)c2nn(-c3ccccc3)c(=O)c3ccccc23)N2CCOCC2)cc1 (stereo not given) | -23% | / | -2% | 6% | 6% | / | 2% | -3%[0.501 µM] | -9%
38 | Cc1noc(C)c1C(=O)N1CCC[C@@]2(CCN(Cc3nccs3)C2)C1 | / | 2% | / | / | / | / | 10%[60.1 µM] | -5%[12.7 µM] | 1%
39 | CCOP(=O)(O)c1ccccc1OCCCCCOc1ccccc1P(=O)(O)OCC | -16% | 4% | 13% | 2% | -2% | 11% | -9% | -5%[59 µM] | 4%
40 | COc1ccc(S(=O)(=O)NCc2cccn2Cc2cccc(C)c2)cc1 | -8% | -2% | 1% | -2% | -9% | 1% | 0%[60.1 µM] | 31%[59 µM] | /

# Full records as entered above. Values in the order: JMJD2A Tudor	BLM helicase inh	POLI inh	BAZ2B block	Pol eta inh	POLB inh	POLK inh	G9a block	APEX1 inh
# O=C(COC(=O)c1cc(Cl)nc2ccccc12)c1ccc(Cl)cc1 is listed with 11%	-6%	62%[activator]	-2%	-12%	17%	-3%	-24%[59 µM]	6%
# O=C(CCC1CCCN(C(=O)c2cncs2)C1)NCc1ccc(F)c(F)c1 (stereo not given) is listed with 25µM*	-3%	97%[activator]	-12%	-7%	22%	-5%	-29%[12.7 µM]	2%

# In another format: results already given.
[24] COc1ccc(/C=C/C(=O)NC(=S)NNC(=O)c2cc(OC)c(OC)c(OC)c2)cc1OC
[25] Cc1ccc2nc3c(c(N)c2c1)CCN3c1ccccc1
[26] CCN(CC)c1ccc(N2C(=O)/C(=C/c3cccnc3)SC2=S)cc1
Screen / compound no.	24	25	26
JMJD2A Tudor	?	0.79µM*	-16%
BLM helicase inh	-5%	20%	-3%
POLI inh	22%	?	-15%
BAZ2B block	?	56µM*	?
Pol eta inh	-2%	-3%	-10%
POLB inh	0%	-7%	32%
POLK inh	-4%	-6%	3%
G9a block	/	18µM*	?
APEX1 inh	25%	-6%	-8%

# Continued:
no. | SMILES | JMJD2A Tudor | BLM helicase inh | POLI inh | BAZ2B block | Pol eta inh | POLB inh | POLK inh | G9a block | APEX1 inh
41 | CCCCN1CNC(=S)N(CCc2ccccc2)C1 | -14% | 1% | 157%[activator] | -6% | -14% | 2% | -10% | 6%[59 µM] | 3%
42 | C/C(=N\NC(=O)C(N)=O)c1ccc2c(c1)OCCO2 | -16% | -2% | 79%[activator] | -31% | -8% | 18% | -21% | -26% | 7%
43 | CN1CCN(c2ncc3c(n2)CCN(Cc2ccc(Br)s2)C3)CC1 | 79µM* | 0% | ? | -28% | 4% | 23% | -8%[60.1 µM] | -6%[12.7 µM] | /
44 | O=C(CSCCO)Nc1ccc(C2CCCCC2)cc1 | -28% | -2% | 0% | 5% | -12% | 3% | 0% | 6% | -1%
